Compound activity from PubChem BioAssay.
GAA glycogen mod: alters human alpha-glucosidase cleavage of glycogen | P10253 | recombinant GAA, glycogen substrate, Amplex Red glucose oxidase fluorescence | Potency, µM (series often up to 76.4 µM), for the others: top-dose activity change, negative = inhibition, most hits filed as inhibitors | 0.38% of 300,000 active | AID 2100; active = well fitted inhibition curve with a large enough effect; inconclusive = small, poorly fitted or top-dose-only effect, or another doubt; inactive = no such curve, though single readings can be large or run the other way;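 note: 0% = full enzyme reaction and -100% = no-enzyme basal signal; the screen sought inhibitors and activators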
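Recombinant enzyme (4 nM final) with compounds titrated up to 77 uM and bovine liver glycogen (30 ug) in citrate pH 5.0, 0.01% Tween-20, 37 C 40 min. Released glucose detected by Amplex Red/glucose oxidase (Ex 573/Em 610); AC50 from Hill fits.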
Active calls of the source: *; ? = inconclusive; & = joins results of further samples; [ ] = remark or other dose. Potency is the fitted concentration of half-maximal effect. A portion of the library. The share of hits here may be higher or lower than overall.

GAA glycogen mod,molecule
-5%[76.3 µM],COc1ccc(CCNC(=O)C(=O)NCC2OCCN2S(=O)(=O)c2ccc(Cl)cc2)cc1OC (configuration not stated)
14%[76.3 µM],COc1ccc(CCNC(=O)/C=C/c2ccco2)cc1OC
-13%[76.3 µM],COc1ccc(C2=NC(C)(C)Cc3cc(OC)c(OC)cc32)cc1OC
11%[76.3 µM],O=C(NCCc1ccc(C(F)(F)F)cc1)C1CCC(=O)N(CCCN2CCCC2=O)C1 (configuration not stated)
-3%,COC(=O)c1ccc(NC(=O)CC(=O)Nc2ccc(C(=O)OC)cc2)cc1
-10%[76.3 µM],Cc1cc(C)n2nc(SCC(=O)NC3CCCCC3)nc2n1
7%[76.3 µM],COc1ccc(S(=O)(=O)NCC2CCCN(Cc3ccc(O)cc3)C2)cc1 (configuration not stated)
-5%[76.3 µM],Cc1c(NC(=O)Nc2cccc([N+](=O)[O-])c2)c(=O)n(-c2ccccc2)n1C
0%,Cc1ccc(-c2nnn(CC(=O)N(c3ccc(F)cc3)C(C(=O)NC3CCCC3)c3ccncc3)n2)o1 (configuration not stated)
-1%,CC(=O)Nc1c(-c2ccc(Cl)cc2)c(=O)c2ccccc2n1C
-9%,CCn1cc(C(=O)N[C@@H](C)C(=O)NCCCO)c(=O)c2cc3c(cc21)OCO3
4%[76.3 µM],COc1ccc(Cl)cc1NC(=O)NCc1ccc2c(c1)OCO2
7%[76.3 µM],CC1CCC(NC(=O)CNC(=O)Cc2cccc3ccccc23)CC1 (configuration not stated)
7%[76.3 µM],O=C(Nc1ccccc1[N+](=O)[O-])C1COc2ccccc2O1 (configuration not stated)
3%[76.3 µM],CCC(Oc1cccc(Cl)c1)C(=O)N1CCCN(C)CC1 (configuration not stated)
?,O=C(CC1S/C(=N/N=C2CCCCCC2)NC1=O)Nc1ccc(Br)cc1F (configuration not stated)
-14%[76.3 µM],O=C(C1CCN(S(=O)(=O)Cc2ccccc2)CC1)N1CCN(c2cccc(C(F)(F)F)c2)CC1
-16%[76.3 µM],CCOc1ccc(/C=C(\C#N)C(=O)Nc2ccccn2)cc1
-5%,O=C(COc1nsnc1N1CCOCC1)Nc1ccc([N+](=O)[O-])cc1
15%[76.3 µM],COc1ccccc1N1C(=O)CC(N2CCN(c3ccc(Cl)cc3)CC2)C1=O (configuration not stated)
1%,Cc1[nH]nc2c1[C@@H](c1ccccc1[N+](=O)[O-])C(C#N)=C(N)O2
0%,Fc1cccc(Cl)c1CSc1nnc(-c2ccncc2)o1
2%,CCc1ccc(S(=O)(=O)Nc2c(C)n(C)n(-c3ccccc3)c2=O)cc1
-1%,CC/C(=N\NC(=O)c1ccc(N2CCCC2=O)cc1)c1ccccc1
-3%,Nc1nc(-c2ccc(NC(=O)c3ccco3)cc2)cs1

Five compounds picked at random from those above, as already listed:
GAA glycogen mod,molecule
11%[76.3 µM],O=C(NCCc1ccc(C(F)(F)F)cc1)C1CCC(=O)N(CCCN2CCCC2=O)C1 (configuration not stated)
-5%[76.3 µM],COc1ccc(CCNC(=O)C(=O)NCC2OCCN2S(=O)(=O)c2ccc(Cl)cc2)cc1OC (configuration not stated)
-5%[76.3 µM],Cc1c(NC(=O)Nc2cccc([N+](=O)[O-])c2)c(=O)n(-c2ccccc2)n1C
-3%,Nc1nc(-c2ccc(NC(=O)c3ccco3)cc2)cs1
1%,Cc1[nH]nc2c1[C@@H](c1ccccc1[N+](=O)[O-])C(C#N)=C(N)O2

Additional entries:
GAA glycogen mod,molecule
-9%[3.05 µM],Cc1ccc(C)c(Nc2cc(C)nc3ncnn23)c1
-5%[76.3 µM],COc1cc(S(=O)(=O)N2CCN=C2c2ccccc2)c(OC)cc1Cl
0%[76.3 µM],O=C(/C=C/c1cccc([N+](=O)[O-])c1)c1ccco1
?,COc1ccc(N2CCCC2)c(NC(=O)COc2ccccc2)c1
10%[76.3 µM],COc1cc(C(=O)N2CCc3ccccc32)cc(OC)c1OC
-7%[76.3 µM],OCC[C@@H]1C[C@H](O)[C@@H](O)[C@]2(CCc3ccccc3O2)O1
-8%[76.3 µM],Cc1cc(NC(=O)COC(=O)C2CC(=O)N(c3ccc(C)c(Cl)c3)C2)no1 (configuration not stated)
-1%[76.3 µM],Cc1ccc(C(C)NC(=O)c2ccncc2)c(C)c1 (configuration not stated)
1%[76.3 µM],Cc1c(C(=O)N2CC[C@@H](N3CCC(O)CC3)[C@H](O)C2)[nH]c2ccc(Cl)cc12
-10%[76.3 µM],CC(=O)c1ccc(NC(=O)CSc2ccc(-c3cccs3)nn2)cc1
-1%,CSc1ncccc1C(=O)Nc1ncc(C)s1
-1%[76.3 µM],COc1ccc(CN2CCN(c3ccccc3OC)CC2)cc1OC
2%[76.3 µM],CCOC(=O)C1(CCc2ccccc2)CCN(Cc2cc(OC)c(OC)cc2OC)CC1
6%,COC(CSc1nc(N)c2c3c(sc2n1)CN(C)CC3)OC
-3%[76.3 µM],COc1ccc(/C=C2\SC(=O)N(CCC(=O)N3CCCCC3CCO)C2=O)cc1 (configuration not stated)
2%,O=C(NCC(=O)N(c1cccnc1)C(C(=O)NC1CCCC1)c1ccccc1F)c1ccco1 (configuration not stated)
-1%,Cc1ccc2c(CN3CCCCC3C)cc(=O)oc2c1C (configuration not stated)
-8%[76.3 µM],Cc1ccc2onc(CNC(=O)N3CCN(c4cccc(C(F)(F)F)c4)CC3)c2c1
22%[76.3 µM],CC1(C(=O)N2CCN(c3ccc([N+](=O)[O-])cc3)CC2)CC1(Cl)Cl (configuration not stated)
0%[76.3 µM],Cc1cc(C)c(C(=O)NC2CC(C)(C)Cc3c2cnn3-c2ccccc2)o1 (configuration not stated)
-12%[76.3 µM],CCOc1ccc2ccccc2c1CNCCc1ccc(S(N)(=O)=O)cc1
1%[76.3 µM],Cc1ccc(-c2csc(N3CCN(c4cc5c(cc4Cl)nc(-c4ccncc4)n5CCN4CCCCC4)CC3)n2)cc1
-13%[76.3 µM],CC1=NN(C(N)=S)C(=O)C1N=Nc1c(Cl)cc([N+](=O)[O-])cc1Cl (configuration not stated)
-10%[76.3 µM],Cc1ccc2oc(=O)n(Cc3ccc(OC(C)C)cc3)c2c1
-1%,Cc1cccc(C(=O)Nc2ccc3c(c2)ncn3C)c1
-5%[76.3 µM],O=C(Nc1ccccc1F)c1ccc2c(c1)OCO2
-5%[76.3 µM],CC(=O)Nc1ccc(S(=O)(=O)NCCC(=O)OCc2ccc([N+](=O)[O-])cc2)cc1
-7%[76.3 µM],CCOC(=O)CNC(=O)CSc1ncccc1-c1nc2ccccc2[nH]1
-1%[76.3 µM],COc1ccc(OC)c(S(=O)(=O)N/N=C\c2ccc3c(c2)OCO3)c1
12%[76.3 µM],Cc1ccc(NC(=O)C2CCN(S(C)(=O)=O)CC2)cc1Cl
2%[76.3 µM],CC1CN(C(=S)Nc2ccc(F)cc2F)CC(C)O1 (configuration not stated)
3%[76.3 µM],COCCN1CCN(C(=O)C2CCC(=O)N(CCc3ccccc3)C2)CC1 (configuration not stated)
-2%[76.3 µM],O=C(CCC(=O)n1ncc2ccccc21)N1CCCCC1
3%,COc1ccc(C2(c3ccc(OC)cc3)NC(=O)NC2=O)cc1
4%[76.3 µM],Cc1ccc(S(=O)(=O)N(C)C)cc1NC(=O)COC(=O)CCCOc1ccccc1
3%,CCCN1C(=O)c2ccccc2NC1c1ccc(Cl)cc1 (configuration not stated)
3%[76.3 µM],COc1ccc(NC(=O)c2nn(C)c(C(=O)Nc3ccc(OC)cc3)c2[N+](=O)[O-])cc1
-9%[76.3 µM],CCOc1ccc(NC(=O)CSc2nc3ccccc3nc2N2CC(C)OC(C)C2)cc1 (configuration not stated)
-1%[76.3 µM],COCCN(C(=O)COC(=O)c1c(-c2ccccc2)noc1C)c1c(N)n(Cc2ccccc2)c(=O)[nH]c1=O
0%[76.3 µM],N#Cc1c(SCC(=O)Nc2nccs2)sc2c(O)cc(=O)[nH]c12
-1%[76.3 µM],CC(C)Oc1ccc(C(=O)N(Cc2ccco2)c2ccccn2)cc1
0%[76.3 µM],Cc1ccc(CN2CC(C(=O)Nc3ncccc3C)CC2=O)cc1 (configuration not stated)
-5%[76.3 µM],Cc1ccc(C)c(Cn2c(C3CC(=O)N(c4ccccc4C)C3)nc3ccccc32)c1 (configuration not stated)
0%,Clc1ccc(NCc2cccnc2)cc1
?,COc1cc(-c2nnc(SCC(=O)N(C)C3CCCCC3)o2)cc(OC)c1OC
15%[76.3 µM],CCOc1ccc(C(=O)c2oc3ccccc3c2NC(=O)c2cc(-c3ccc(C)cc3)on2)cc1
-3%[76.3 µM],CCOCc1cc(CN2CCCC(CNC(=O)c3ccco3)C2)ccc1OC (configuration not stated)
-1%[76.3 µM],CCc1ccc(NC(=O)Cn2cc([N+](=O)[O-])nc2C)cc1
8%[76.3 µM],CCOc1ccc(NC(=S)NC(=O)c2cnn(CC)c2)c([N+](=O)[O-])c1
16%[76.3 µM],O=C(NCc1ccco1)c1cccc(Br)c1

(next part)
GAA glycogen mod,molecule
1%,O=[N+]([O-])c1ccccc1S(=O)(=O)N(CC1CO1)c1ccccc1 (configuration not stated)
?,COc1ccc(NC(=O)NNC(=O)c2ccc3ccccc3c2O)cc1OC
-8%[76.3 µM],CN(CCCNC(=O)c1ccc(CS(=O)c2ccc(Br)cc2)o1)Cc1ccccc1 (configuration not stated)
2%[76.3 µM],COc1ccc(Cl)cc1S(=O)(=O)N1CCCC(C(=O)NCc2ccccc2)C1 (configuration not stated)
-3%,Cc1ccc(OC(=O)CN2C(=O)c3ccccc3C2=O)cc1C
-1%,Cc1ccc(NC(=O)CCNS(=O)(=O)c2cccc3nsnc23)cc1F
5%[76.3 µM],CCOc1ccc(C(=O)Nc2cccc3ncccc23)cc1Cl
5%[76.3 µM],O=C(NNC(=O)c1ccccc1OCc1ccccc1Cl)c1csc(N2CCOCC2)n1
-10%,COc1ccc(N=Nc2c(C)n[nH]c2C)cc1
-28%[76.3 µM],Cn1c(=O)[nH]c(=O)c2c1[nH]c(=S)n2CCCc1ccccc1
-11%[76.3 µM],CCC(=O)N1CCN(c2ccccc2NC(=O)c2cccs2)CC1
0%,CC(=O)N[C@@H](Cc1c[nH]c2ccccc12)C(=O)OCc1ccc(C#N)cc1
-7%[76.3 µM],Cc1ccc(S(=O)(=O)c2nnn3c2nc(NCc2cccs2)c2sccc23)cc1
17%&-15%[76.3 µM],COCCN1C(=NCCCOC(C)C)N[C@@H](c2ccccc2)C(C(=O)OC)=C1C
1%,O=C(NC1CC1)c1ccc(Cl)c(S(=O)(=O)N2CCOCC2)c1
3%[76.3 µM],O=C(COc1ccccc1Cl)Nc1cc(NC(=O)COc2ccccc2Cl)cc(C(=O)O)c1
-5%[76.3 µM],COCCNC(=O)C1=CC(c2ccc3c(c2)OCO3)=NS(=O)(=O)N1C
20%[76.3 µM],O=C(COc1cc(O)c2c(=O)cc(-c3ccccc3)oc2c1)c1cccc([N+](=O)[O-])c1
7%[76.3 µM],COc1ccc2c(Sc3ccc(C)cc3)c(C(=O)NCC(C)c3ccccc3)[nH]c2c1 (configuration not stated)
2%[76.3 µM],Cc1ccc(C(=O)NCC(=O)NC23CC4CC(CC(C4)C2)C3)cc1
4%,Cc1cccn2c(=O)c3cc(C(=O)NCCCOC(C)C)sc3nc12
-9%[76.3 µM],COc1cccc(CC(=O)Nc2nc(-c3ccc(F)c(F)c3)cs2)c1
7%,CC1C(=O)N(Cc2cccc(F)c2)c2ccccc2N1C(=O)c1ccccc1 (configuration not stated)
6%[76.3 µM],COc1ccc2c(Sc3ccccc3)c(C(=O)N3CCC(C)CC3)[nH]c2c1
2%[76.3 µM],Cc1cc(=O)oc2cc(OCC(=O)NCCCn3ccnc3)ccc12

Gathered by group: the compounds so far with a cyano group
GAA glycogen mod,molecule
-16%[76.3 µM],CCOc1ccc(/C=C(\C#N)C(=O)Nc2ccccn2)cc1
1%,Cc1[nH]nc2c1[C@@H](c1ccccc1[N+](=O)[O-])C(C#N)=C(N)O2
0%[76.3 µM],N#Cc1c(SCC(=O)Nc2nccs2)sc2c(O)cc(=O)[nH]c12
0%,CC(=O)N[C@@H](Cc1c[nH]c2ccccc12)C(=O)OCc1ccc(C#N)cc1

Some of these compounds in order of the GAA glycogen mod value, descending:
SMILES | GAA glycogen mod
Cc1ccc(NC(=O)CCNS(=O)(=O)c2cccc3nsnc23)cc1F | -1%
Cc1ccc(OC(=O)CN2C(=O)c3ccccc3C2=O)cc1C | -3%
COc1ccc(N=Nc2c(C)n[nH]c2C)cc1 | -10%

More results:
GAA glycogen mod,molecule
-3%,CN1CCC(N(C)S(=O)(=O)c2ccc(F)cc2F)CC1
4%[76.3 µM],Cc1oc(-c2ccc(Cl)cc2)nc1CN1CCCC(C(=O)NC2CC2)C1 (configuration not stated)
-4%,CCOc1ccccc1/C=C(\C#N)C1=CCCC1
0%[76.3 µM],O=C(NCCCn1cccn1)C1CCC(=O)N(Cc2cccc(C(F)(F)F)c2)C1 (configuration not stated)
-5%,COCCNc1nc(N)c([N+](=O)[O-])c(Nc2ccc(F)cc2)n1
2%,COc1ccc(CCNc2ncnc3c2c(C)c(C)n3CCCN(C)C)cc1OC
-3%[76.3 µM],Cc1ccc(-n2nc3c(=O)n(CC(=O)NCCc4ccc(Cl)cc4)nc(C)c3c2C)cc1
-10%,CC(=O)Cc1nsc(NC(=O)c2ccc(COc3cccc(C)c3)o2)n1
0%[76.3 µM],CCN(CC(=O)N1CCC(C)CC1)S(=O)(=O)c1ccc(C)cc1
7%,Cc1cccc(C)c1NC(=O)CCS(=O)(=O)c1ccc(Br)cc1
